Wnt act: Wnt/beta-catenin pathway activators, primary screen, cell-based, plate reader, single point; Wnt/beta-catenin reporter cell assay, activator; activation, % at 9.35 µM; 300,000 compounds, 1.2% hits; in the data active = activation above about 30%, passing the limit was not always enough;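 note: 0% = neutral control wells and 100% = positive control wells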
Cardiac RTF inh: cardiac RTF calcium sensitivity inhibitors, primary screen, biochemical, IANBD-TnC fluorescence, EC70 calcium. Troponin I, cardiac muscle (Homo sapiens) + Troponin T, cardiac muscle (Homo sapiens) + …. 340,000 compounds, 0.12% hits. IANBD-labeled cardiac RTF, Ca2+ fluorescence. inhibition, % at 7.15 µM. AID 493244, 2011;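 active = inhibition above the mean inhibition of all tested compounds plus 3 SD, cut at about 17% in these data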;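 note: assay run at fixed EC70 calcium of 1.6 mM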
Arrestin-AP2 inh: inhibitors of beta-arrestin/AP2 binding, primary screen, biochemical, GPCR trafficking, flow cytometry; beta-arrestin 1 C-terminal peptide binding to AP2 beta2-adaptin appendage (human); FITC-arrestin peptide / GST-AP2 beads; AP2 beta2 appendage carries R879A mutation; inhibition, % at 10 µM; 340,000 compounds, 0.31% hits;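 active = inhibition above a set limit, near 3 SD of compounds lacking own fluorescence, cut at about 54% in these data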;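 note: plate controls were DMSO wells for no effect and 5 µM unlabelled arrestin peptide for full effect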
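System: GST-AP2 R879A glutathione beads | Also added: FITC-arrestin peptide, 50 nM | Times: 12 min plus 1 h, RT | Signal: Bead flow cytometry, FITC channel | Buffer or medium: PBS with 0.05% Tween 20 and 0.1% BSA | Read-out basis: Percent drop in bead-associated FITC signal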
cardiac RTF act: cardiac RTF calcium sensitivity activators, primary screen, biochemical, IANBD-TnC fluorescence, EC20 calcium. Troponin I, cardiac muscle (Homo sapiens) + Troponin T, cardiac muscle (Homo sapiens) + …. IANBD-labeled TnC RTF fluorescence at EC20 calcium; 0% EC20 calcium, 100% full calcium. activation, % at 7.2 µM. 340,000 compounds, 0.24% hits;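 active = activation above the mean over all tested compounds plus 3 SD, cut at about 30% in these data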;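 note: rise in fluorescence read as greater calcium sensitivity of cardiac thin filaments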
MOR-DOR ag: agonists of OPRM1-OPRD1 heterodimerization, primary screen, cell-based, luminescence; Mu-type opioid receptor (Homo sapiens) + Delta-type opioid receptor (Homo sapiens), …; cells; activation, % at 9.3 µM; 340,000 compounds, 0.3% hits; AID 504326, 2011; in the data active = activation above about 18%;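 note: 0% = vehicle-treated cells and 100% = reference agonist; values of inactives mirror those of a sister screen read the other way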
V-ATPase pH: regulators of yeast V-ATPase proton pumping, primary screen, pHLuorin cytosolic pH fluorescence; 350,000 compounds, 0.37% hits; S. cerevisiae; response, % at 10 µM; in the data active = response mostly above about 7.3%, no sharp cut-off; inactive = mostly below about 5.4%; note: actives read high; inactives centre near 0; some compounds called inactive have numbers as strong as hits; reference of the scale not given here
OPRM1-OPRD1 inv: inverse agonists of MOR-DOR heterodimerization, primary screen, cell-based, luminescence | Mu-type opioid receptor (Homo sapiens) + Delta-type opioid receptor (Homo sapiens), … | cell-based MOR-DOR heterodimer luminescence, inverse agonism | inhibition, % at 9.3 µM | 340,000 compounds, 0.21% hits; in the data active = inhibition above about 22%, passing the limit was not always enough;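 note: 0% = cells with DMSO and 100% = wells without cells with DMSO; values of inactives mirror those of a sister screen read the other way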
C-LANA FP: inhibitors of KSHV C-LANA binding to DNA, primary screen, biochemical, fluorescence polarization, FAM-LBS DNA, MBP-C-LANA, single point; Kaposi's sarcoma herpesvirus LANA C-terminal domain (residues 932-1162) DNA binding; AID 504423, 2011; inhibition, % at 9 µM; 340,000 compounds, 0.078% hits;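 active = highest replicate inhibition at or above 60% at 9 µM, even if other replicates fall short; inactive = all replicates below 60% inhibition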;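 note: 0% = neutral control wells and 100% = 4 µM acridine orange control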
Keap1 Nrf2 FP: Keap1-Nrf2 protein-protein interaction inhibitors, primary screen, biochemical, fluorescence polarization, single point | Kelch-like ECH-associated protein 1 (Homo sapiens), Q14145 | Keap1 Kelch-Nrf2 peptide fluorescence polarization, 1536-well | inhibition, % at 9.4 µM | 340,000 compounds, 0.15% hits | AID 504523, 2011; in the data active = inhibition above about 12%;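 note: human Keap1 Kelch domain with fluorescein labeled Nrf2 9mer peptide probe; 0% = neutral control wells and 100% = peptide positive control; higher means more block of Keap1 binding to Nrf2 peptide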
Target sequence (Q14145 whole entry, looked up, the tested form may be a part): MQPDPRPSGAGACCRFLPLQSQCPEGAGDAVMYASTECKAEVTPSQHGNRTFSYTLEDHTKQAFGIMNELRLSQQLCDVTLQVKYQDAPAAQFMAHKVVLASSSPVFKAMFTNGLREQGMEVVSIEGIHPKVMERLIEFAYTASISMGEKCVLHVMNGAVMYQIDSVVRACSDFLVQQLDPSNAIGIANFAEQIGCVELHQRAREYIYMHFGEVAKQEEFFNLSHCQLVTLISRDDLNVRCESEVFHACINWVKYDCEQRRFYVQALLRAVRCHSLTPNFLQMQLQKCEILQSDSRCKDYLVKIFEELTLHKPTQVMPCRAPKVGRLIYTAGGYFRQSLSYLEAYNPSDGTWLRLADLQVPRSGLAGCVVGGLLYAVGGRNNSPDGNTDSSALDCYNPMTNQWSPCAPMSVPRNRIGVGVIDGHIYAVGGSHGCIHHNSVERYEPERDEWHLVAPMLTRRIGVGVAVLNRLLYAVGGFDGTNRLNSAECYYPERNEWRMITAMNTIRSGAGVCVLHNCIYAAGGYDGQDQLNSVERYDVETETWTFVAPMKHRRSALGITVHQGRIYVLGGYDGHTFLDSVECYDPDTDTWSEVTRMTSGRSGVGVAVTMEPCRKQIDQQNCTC
DSG3 Ab inh: inhibitors of pemphigus antibody binding to DSG3, primary screen, biochemical, bead-based, flow cytometry, scFv-GFP; binding (percent of control), % at 10 µM; AID 588358, 2011; DSG3-coupled beads, scFv-anti-DSG3-GFP binding; stronger effect = lower value; 310,000 compounds, 0.48% hits;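 active = binding more than 3 SD below its plate's average and above zero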; note: some compounds called inactive have numbers as strong as hits
Active calls of the source: *; x = not tested or not shown; & = joins results of further samples.

SMILES	Wnt act	Cardiac RTF inh	Arrestin-AP2 inh	cardiac RTF act	MOR-DOR ag	V-ATPase pH	OPRM1-OPRD1 inv	C-LANA FP	Keap1 Nrf2 FP	DSG3 Ab inh
Cc1cc(C(F)(F)F)nc(SCC(=O)NC2CC3CCC2C3)n1 (centres undefined)	0	0	-4	2	-2.5	-1	14	-0.7	1	97
O=C(CSc1nc(-c2ccccc2)cc(C(F)(F)F)n1)NCCN1CCOCC1	x	4	6	-3	-0.3	-1	2	0.4	-2	103
CC(=O)NC1(c2cccc(F)c2)CCN(CC(=O)NC(C)C)CC1	0	-9	-2	-4	-2.0	0	12	1.6	-2	109
O=C(NCCSCc1c(F)cccc1Cl)c1ccc(CN2CCOCC2)cc1	1	7	-6	-6	0.9	4	-5	0.4	2	92
Fc1ccccc1Cn1nnc2c(-n3ccnc3)ncnc21	-7	-14	-4	4	-1.8	-4	11	-1.2	-8	91
Cc1ccc(S(=O)(=O)Nc2cccnc2)c(C)c1C	-1	-2	-4	-3	-1.8	0	9	0.7	-1	113
COCCn1c(SCC(=O)Nc2sc(C)c(C)c2C#N)nnc1C(C)C	-5	4	1	2	-0.9	-5	5	0.8	-3	94
CC1(C)NC(=O)N(CCOc2ccc([N+](=O)[O-])cc2)C1=O	-3	0	-28	1	-1.1	4	5	-0.7	2	108
O=C(CNS(=O)(=O)c1ccc([N+](=O)[O-])cc1)N/N=C/c1ccc(O)cc1O	5	-9	4	3	5.1	-2	-23	2.0	1	99
COCCNC(=O)Cn1cnc2c(cnn2-c2ccc(OC)cc2)c1=O	-2	4	19	0	-1.3	3	8	1.5	3	94
CC(C)(C)NC(=O)CN(C(=O)CSc1nnc(COc2ccccc2)o1)c1cccc(F)c1	-4	3	29	5	-1.1	3	7	-0.2	-5	104
O=C(Nc1ccc(F)cc1)N(Cc1cccs1)Cc1cc2cc3c(cc2[nH]c1=O)OCO3	7	2	-6	-6	1.4	3	-9	-1.1	-1	103
Cc1ccc(NCc2ccc(O)c3ncccc23)cc1C	-2	-13	-3	-1	-1.3	3	6	-0.1	-7	105
Cc1ccc(OCc2nnnn2-c2ccccc2)cc1	-1	1	17	-2	-0.7	-3	4	-1.1	-4	98
C=C(C1=CCN(S(=O)(=O)C(C)(C)C)[C@@H]1CCO)c1ccccc1	0	-3	-5	-4	-1.9	1	9	4.1	0	99
Cc1ccc(S(=O)(=O)Nc2ccc(O)c3ncccc23)cc1	-11	-9	9	-4	5.0	-1	-26	-2.3	-1	109
CC(=O)Nc1cc(N2C(=O)CCC2=O)ccc1Cl	1	-11	7	12	-1.8	1	9	0.9	-2	99
O=C(NC(=S)N1CCOCC1)C12CC3CCC(CC(C3)C1)C2	x	-22	-8	-6	-2.1	2	13	1.0	-1	97
O=S(=O)(NCC(c1cccnc1)N1CCOCC1)c1cccs1 (centres undefined)	x	1	4	-3	-3.3	3	18	1.7	-5	103
COc1cc(/C=C(\C#N)C(=O)N2CCc3ccccc32)ccc1O	-2	-8	14	-1	-2.4	3	13	-0.5	-13	103
Cc1ccc(NC(=O)CSc2nc(=O)n(CCN3CCOCC3)c3c2CCCC3)cc1	0	-11	1	3	-0.9	0	5	x	x	104
O=C(Cn1ncc(Cl)c(Cl)c1=O)N1CCOCC1	7	x	4	x	x	-3	x	0.5	0	x
CCCCCCCCCCCCCCCC[N+](C)(C)Cc1ccc(F)cc1	12	4	-8	-10	3.4	6	-17	0.9	7	x
CCCCNC(=S)N(Cc1ccco1)Cc1cc2cc3c(cc2[nH]c1=O)OCCO3	x	-1	-20	-3	0.5	-2	-3	-0.9	3	124
COc1ccc(CNC(=O)COC(=O)c2ccccc2OCC(=O)Nc2ccc(SC(F)F)cc2)cc1	-17	-6	-1	2	-2.2	0	11	0.7	3	88
C=CCC(O)(CC=C)CNC(=O)C1CCC(=O)N(CCCc2ccccc2)C1 (centres undefined)	-1	-2	1	3	-3.0	3	15	-0.1	-2	97
COC(=O)c1cc2c(C(F)(F)F)nn(C)c2s1	0	x	-17	x	x	-3	x	1.1	4	94
CC(C)(C)c1ccc(OCC(=O)Nc2ccc3c4c(cccc24)C(=O)NC3=O)cc1	1	-19	-2	3	19*	-4	-96	2.2	0	93
Nc1ccc(-c2nc3c(ccc4ccccc43)[nH]2)cc1	-2	-1	-11	7	2.8	-6	-14	-2.0	-8	100
CC1CN(c2ccccc2)CCN1Cc1nc(Cc2ccccc2)no1 (centres undefined)	-2	-2	-7	-6	-2.5	1	13	-1.0	-2	102
O=C(CN(c1ccccc1)S(=O)(=O)c1ccc(F)cc1)NCc1cccs1	-3	-7	0	4	-0.7	-1	3	1.3	1	x
COc1ccccc1NS(=O)(=O)c1cc(NC(=O)COc2ccccc2F)ccc1N1CCOCC1	-1	-6	12	4	-0.7	2	3	-3.2	-2	x
CCC(=O)N1CCc2cc(Br)cc(S(=O)(=O)CCC(=O)NCc3ccco3)c21	x	-16	-3	5	-1.1	1	6	1.0	-10	97
O=C(CCCCn1c(=O)[nH]c2ccccc2c1=O)N1CCN(c2cccc(C(F)(F)F)c2)CC1	-7&-5	-3	-10	-4	3.4	-1	-20	1.6	4	x
Cc1cc(C)c2c(N)c(C(=O)N/N=C/c3cccnc3)sc2n1	20	x	11	x	x	-2	x	-1.3	2	102
CC(=O)OCCCCCCCCCCC[N+]1(C)CCCCC1	-2	3	-32	-3	-3.1	3	16	-0.7	0	102
COc1ccc(-c2nn(-c3ccccc3)cc2/C=C/C(=O)N2CCN(c3ccccn3)CC2)cc1	-1	-6	23	0	-1.6	8	8	-0.6	-3	103
O=C(c1ccc(-n2nc(C(F)(F)F)c3c2CCCC3)cc1)N1CCOCC1	-7	0	21	5	-3.1	2	15	-0.5	-1	98
Cc1ccc(NC(=O)C(NC2CCCc3ccccc32)c2ccccc2)c([N+](=O)[O-])c1 (centres undefined)	5	2	5	-3	1.6	2	-8	0.8	-3	103
O=C(Nc1cc([N+](=O)[O-])ccc1C(=O)NCCN1CCOCC1)c1ccccc1	-1	-3	-18	-2	3.3	2	-17	-0.7	-2	99
NC(=O)Cc1ccc(Nc2nnc(-c3ccccc3)c3ccccc23)cc1	1	-21	-1	-6	0.2	0	-1	-0.7	-1	92
COc1ccc(N2N=NN(C(C)C)C2=C(Cl)c2nnnn2-c2ccc(OC)cc2)cc1	-4	-4	-4	0	-2.3	4	10	1.3	-4	97
COc1ccc(/C=N\NC(=O)c2cccc(Br)c2)c(OC)c1	-2	8	32	0	-2.0	2	10	1.3	0	93
COc1cc(/C=C/C(=O)OCC(=O)NCCN2C(=O)CSC2=O)ccc1OC(F)F	-1	-16	5	-1	-3.0	3	14	0.3	-4	92
O=c1c(-c2nc3ccccc3s2)cccn1Cc1ccccc1	x	-8	4	4	-0.6	0	3	-0.1	-1	107
COc1cc(NC(=O)CN2CCN(S(=O)(=O)/C=C/c3ccccc3)CC2)cc(OC)c1OC	8	-4	-6	2	-3.5	3	14	2.3	-2	98
CCCn1cnc2scc(-c3ccc(OC)cc3)c2c1=O	1	-11	19	2	-0.9	-1	5	0.1	-2	111
Nc1nonc1-n1nnc(C(=O)N/N=C/c2cccc(F)c2)c1-c1ccccc1	-1	2	22	1	0.6	-3	-3	1.8	-2	107
O=C(Cc1ccc([N+](=O)[O-])cc1)Nc1cccc(C(=O)N2CCCC2)c1	-3	8	-6	-1	0.2	-7	-1	-0.7	-1	98
CCOC(=O)c1c(Cl)c(C)nn1-c1nc(OC)cc(OC)n1	-1	-6	6	0	-2.5	-4	15	-1.8	4	97
CC(C)(C)C1CCc2onc(C(=O)Nc3ccc4c(c3)OCO4)c2C1 (centres undefined)	-3	1	-3	-2	0.5	-1	-4	-0.2	3	x
CCCCCn1c(=O)[nH]c2cc(C(=O)NCCc3ccc(OC)c(OC)c3)ccc2c1=O	-7	2	-7	1	-0.7	-1	4	1.0	-4	x
O=C(CCCn1c(=S)[nH]c2cc3c(cc2c1=O)OCO3)N1CCN(c2ccccc2F)CC1	x	-7	-7	1	0.4	8	-2	0.7	-1	101
CCC(CC)c1nnc(NC(=O)CS(=O)(=O)c2ccccc2)s1	0	-2	-4	2	-1.8	6	10	-0.6	-2	112
CC(=O)c1ccc(OCC(O)CN2CCN(Cc3ccccc3)CC2)cc1 (centres undefined)	0	-3	-3	-4	-2.9	-1	15	0.2	-1	112
O=C(NCc1nnc(SCC(=O)N2CCCCCC2)o1)c1ccc(F)cc1	0	-5	-11	-3	-1.8	0	9	0.1	-3	113
C=CCn1c(NS(=O)(=O)c2ccccc2)c(S(=O)(=O)c2ccc(C)cc2)c2nc3ccccc3nc21	-2	-3	30	-5	-4.1	-5	22	1.6	-8	115
O=C1CCc2cc(S(=O)(=O)N3CCCC3C(=O)N3CCN(c4ccccc4F)CC3)ccc2N1 (centres undefined)	1	-5	3	-1	-1.9	-2	9	-4.0	5	57
Cc1ccc(C(c2sc3nc(C)nn3c2O)N2CCN(CCO)CC2)cc1 (centres undefined)	-2	1	1	8	-1.6	1	8	-0.2	-1	85
O=S(=O)(NCC(c1ccco1)N1CCCCC1)c1cccc(C(F)(F)F)c1 (centres undefined)	-1	0	-1	-6	4.0	0	-15	-1.1	-2	103
O=C1CC(c2cccc(Cl)c2)CC(O)=C1C=Nc1ccccc1 (centres undefined)	-3	-15	26	-4	-0.7	3	4	-4.1	2	117
CCOc1ccc(N2C(=O)CC(SC(=NC)Nc3cccc(OC)c3)C2=O)cc1 (centres undefined)	0	1	9	3	2.9	-1	-16	-1.4	-8	101
Cc1nc(CS(=O)(=O)c2ccccc2)cc(N2CCN(c3ccccc3F)CC2)n1	-1	-3	40	1	-2.8	-1	14	-2.2	3	99

Screens deposited in PubChem BioAssay by several laboratories.
